AMA1 RON2 block: qHTS for Inhibitors of AMA1-RON; Towards Development of Antimalarial Drug Lead: Primary Screen; AlphaScreen AMA1-biotinylated RON2 peptide binding; 360,000 tested, 0.2% active; AID 720542, 2013; Potency, µM (doses to about 58.2 µM), for the others: at the highest dose activity change, negative = inhibition, hits mostly inhibitors;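 also: potency is read from the fitted curve at half-maximal effect; 0% = vehicle wells and -100% = peptide control; nearly all actives have a fitted effect of over 45% in size; some results filed as inactive show a strong effect at the top dose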
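AMA1 (3D7) with his tag at 25 nM final met compounds first, then biotinylated RON2 peptide at 25 nM; detection used donor plus acceptor beads, 10 µg/mL apiece, read by AlphaScreen after 30 min at room temperature.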
FBPA Giardia inh: qHTS Assay for Inhibitors of Fructose-1,6-bisphosphate Aldolase from Giardia Lamblia; A8B2U2; purified Giardia FBPA; Potency, µM (series often up to 59.6 µM), inactives show top-dose activity, negative = inhibition, hits mostly inhibitors; 290,000 tested, 0.71% active; AID 2451, 2010; also: potency is read from the fitted curve at half-maximal effect; nearly all actives have a fitted effect of over 55% in size
Target sequence (A8B2U2 whole entry, looked up): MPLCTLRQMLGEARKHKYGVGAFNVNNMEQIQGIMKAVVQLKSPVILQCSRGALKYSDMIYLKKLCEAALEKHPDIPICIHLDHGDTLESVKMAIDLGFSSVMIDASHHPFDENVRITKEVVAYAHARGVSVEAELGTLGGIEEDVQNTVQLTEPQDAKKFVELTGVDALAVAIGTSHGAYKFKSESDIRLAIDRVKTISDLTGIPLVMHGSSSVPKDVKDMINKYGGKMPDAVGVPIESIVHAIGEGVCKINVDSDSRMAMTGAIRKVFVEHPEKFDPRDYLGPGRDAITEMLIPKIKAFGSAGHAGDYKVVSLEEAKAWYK
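Giardia FBPA (40 nM reagent) was preincubated 10 min at RT with compound (up to 57.5 uM final), then substrate plus GAPDH/TPI/NAD/arsenate coupling system with diaphorase/resazurin was added; resorufin fluorescence (525/598 nm) was read after 20 min.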
HCMV antiviral: qHTS Assay for inhibitors of the human cytomegalovirus (HCMV) | AID 1259415, 2018 | HFF cells, HCMV-luciferase reporter, 72 h; active compounds read low | activity change, negative = inhibition, % at 57.5 µM | 410,000 tested, 4.5% active; in the data active = activity change below about -60%; inconclusive = no clear call, values can overlap the other calls; inactive = above about -39%
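Luciferase read-out from HCMV-luciferase-infected HFFs (MOI 1 PFU/cell) 72 h post infection at 37C; compounds added after 16 h cell attachment; activity normalized between buffer-only basal and Salinomycin (10uM) inhibitor controls.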
Sm TGR block: qHTS Assay for the Inhibitors of Schistosoma Mansoni Peroxiredoxins; purified TGR, DTNB reduction, TNB absorbance 405 nm; Potency, µM (doses to about 114 µM), inactives show at the top dose activity change, negative = inhibition, hits mostly inhibitors; 360,000 tested, 3% active; AID 485364, 2010; also: potency is read from the fitted curve at half-maximal effect; nearly all actives have a fitted effect of over 60% in size
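Kinetic colorimetric format: TGR-catalysed, NADPH-driven DTNB reduction monitored via TNB absorbance. Enzyme dispensed at 20 nM; compound exposure 15 min at room temperature before reaction start.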
AmpC inh no detg: qHTS Inhibitors of AmpC Beta-Lactamase (assay without detergent) | 330,000 tested, 0.52% active | AID 485341, 2010 | Potency, µM (series often up to 57.1 µM), for inactives: top-dose activity change, negative = inhibition, usual class: inhibitors | P00811 | AmpC nitrocefin hydrolysis, absorbance 480 nm, 0.0001% Triton;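 also: potency is read from the fitted curve at half-maximal effect; plate controls were no compound for no effect and no enzyme for full effect; nearly all actives have a fitted effect of over 20% in size; some results filed as inactive show a strong effect at the top dose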
Target sequence (P00811 whole entry, looked up): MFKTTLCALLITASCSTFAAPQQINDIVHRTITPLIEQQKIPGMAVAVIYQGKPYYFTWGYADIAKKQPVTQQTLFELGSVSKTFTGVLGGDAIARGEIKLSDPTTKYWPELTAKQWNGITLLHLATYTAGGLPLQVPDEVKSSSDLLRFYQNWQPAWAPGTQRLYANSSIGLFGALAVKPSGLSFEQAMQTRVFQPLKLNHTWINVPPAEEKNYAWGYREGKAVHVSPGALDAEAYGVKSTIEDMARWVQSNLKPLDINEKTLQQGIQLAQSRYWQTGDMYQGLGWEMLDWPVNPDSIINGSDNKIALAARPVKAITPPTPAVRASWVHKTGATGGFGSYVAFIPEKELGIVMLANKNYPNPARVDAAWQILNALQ
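AmpC (5.3 nM in the dispensed reagent) in 20 mM phosphate pH 7.0 with 0.01% (detergent screen) or 0.0001% Triton X-100 was preincubated with compounds for 15 min at room temperature. Nitrocefin was then added from an 800 uM solution, and hydrolysis was followed at 480 nm.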
AmpC detergent: qHTS Inhibitors of AmpC Beta-Lactamase (assay with detergent). Potency, µM (top dose mostly 114 µM), for the others: top-dose activity change, negative = inhibition, usual class: inhibitors. P00811. AmpC hydrolysis of nitrocefin, absorbance 480 nm, 0.01% Triton. 370,000 tested, 0.041% active. AID 485294, 2010;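 also: potency is read from the fitted curve at half-maximal effect; 0% = no-compound wells and -100% = no-enzyme wells; nearly all actives have a fitted effect of over 25% in size; some results filed as inactive show a strong effect at the top dose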
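20 mM phosphate pH 7.0 + 0.01% (detergent screen) or 0.0001% Triton X-100; 5.3 nM AmpC reagent; cpd preinc 15 min RT; nitrocefin (800 uM stock) to start; A480 q20 s × 4 min; Activity was normalised to no-enzyme and no-compound control wells.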
* = called active by the depositor; ? = inconclusive; nt = not tested or not shown; [ ] = remark or other dose. Unless noted, calls follow the shape of the dose curve; as a rule, active = well fitted curve in the direction sought with a large enough effect; inconclusive = small, poorly fitted or top-dose-only effect, or another doubt; inactive = no such curve, though single readings can be large; an effect the other way counts as inactive or inconclusive. Unless noted, % is scaled to controls: 0 for no effect and ±100 for the full control effect.

Sample of the layout:
SMILES	AMA1 RON2 block	FBPA Giardia inh	HCMV antiviral	Sm TGR block	AmpC inh no detg	AmpC detergent
Cc1cccc(C(=O)OCC(=O)NCCNC(=O)COC(=O)c2cccc(C)c2C)c1C	20%	nt	-23	-20%	-19%	7%
CCN(CC(=O)Nc1c(F)cccc1F)C(=O)c1ccc(N2C(=O)c3ccccc3C2=O)cc1	5%	nt	-2	3%	-7%	?
COc1ccc(/C=C/C(=O)N2CCCc3ccccc32)c(OC)c1	-15%	-8%	49	9%	1%	2%
O=[N+]([O-])c1ccc2oc(C(O)c3cccc(Cl)c3)cc2c1 (centres undefined)	-13%	18%	-40	1%	-40%	-5%
COCCN(CCOC)C(=S)Nc1cc(S(=O)(=O)N(C)C)ccc1C	6%	-1%	-10	10%	-10%	-3%
COc1ccc(CCC(=O)NNC(=O)Nc2ccc(C(C)C)cc2)cc1	92%[activator]	9%	-9	4%	-28%	-3%

The whole of this part (from the top)
SMILES	AMA1 RON2 block	FBPA Giardia inh	HCMV antiviral	Sm TGR block	AmpC inh no detg	AmpC detergent
Cc1cccc(C(=O)OCC(=O)NCCNC(=O)COC(=O)c2cccc(C)c2C)c1C	20%	nt	-23	-20%	-19%	7%
CCN(CC(=O)Nc1c(F)cccc1F)C(=O)c1ccc(N2C(=O)c3ccccc3C2=O)cc1	5%	nt	-2	3%	-7%	?
COc1ccc(/C=C/C(=O)N2CCCc3ccccc32)c(OC)c1	-15%	-8%	49	9%	1%	2%
O=[N+]([O-])c1ccc2oc(C(O)c3cccc(Cl)c3)cc2c1 (centres undefined)	-13%	18%	-40	1%	-40%	-5%
COCCN(CCOC)C(=S)Nc1cc(S(=O)(=O)N(C)C)ccc1C	6%	-1%	-10	10%	-10%	-3%
COc1ccc(CCC(=O)NNC(=O)Nc2ccc(C(C)C)cc2)cc1	92%[activator]	9%	-9	4%	-28%	-3%
O=C(/C=C/c1cccnc1)c1cc(F)ccc1O	9%	7%	-28	-14%	13%	8%
Cc1cc(S(=O)(=O)Nc2ccc(C(=O)NCC(c3ccco3)N3CCCC3)cc2)ccc1F (centres undefined)	8%	nt	nt	-9%	3%	5%
Cc1cccn2c(=O)c3cc(C(=O)NC4CCCC4)c(=N)n(CCc4ccccc4)c3nc12	3%	nt	-11	-9%	-12%	1%
O=c1cc(-c2ccc(F)cc2)[nH][nH]1	25%	-3%	-30	6%	-39%	-14%
Cc1cccc(-n2cc3c(=O)n(C)c(=O)n(C)c3c2)c1	0%	-7%	-26	15%	-10%	-1%
CC(=NCCN1CCCCC1)c1c(O)[nH]c(=O)[nH]c1=O	27%	-6%	-6	?	-10%	2%
CCOC(=O)C1=C(O)/C(=C\c2ccc(CNC(=O)C(=O)Nc3ccc(C)c(C)c3)o2)N=C1C	nt	-15%	nt	40µM*	-36%	?
Cc1cnc(C(=O)Oc2c(C)ccc(C)c2C)cn1	0%	5%	17	2%	-8%	0%
CCCN1Cc2cccc(C(=O)NC(CC(=O)OCC)c3ccc(OCC)c(OC)c3)c2C1=O (centres undefined)	0%	-3%	-6	18%	181%[activator]	2%
O=C(O)c1ccc(CSc2nc3ccccc3c(=O)n2-c2ccccc2)cc1	-13%	?	28	5%	-26%	2%
Cc1cccc(C)c1NC(=O)COC(=O)CSc1nnc(N)s1	-6%	4%	19	-1%	-14%	?
Cc1cc(-c2ccccc2)nc(N2CCN(c3ccccn3)CC2)n1	7%	7%	-2	32%	-2%	2%
Cc1ccnc(N2CCC(C(=O)Nc3ccc4c(c3)OCO4)CC2)n1	-5%	1%	-28	4%	-11%	?
COc1ccc(-c2nnc3ccc(SCC(=O)Nc4nccs4)nn23)cc1OC	6%[11.6 µM]	-3%	?	-4%	-10%	-3%
CC(O)Cc1cn([C@@H](CCCCNC(=O)OC(C)(C)C)C(=O)N2CCN(C(=O)OC(C)(C)C)CC2)nn1 (some centres undefined)	-8%	1%	29	-7%	100%[activator]	3%
Cc1cc(C(=O)NCC(=O)OCC(=O)NCCc2ccccc2)ccc1[N+](=O)[O-]	-10%	3%	2	-2%	-4%[2.29 µM]	-5%
COc1cc(NS(=O)(=O)c2ccc(Nc3nc(-c4cccc([N+](=O)[O-])c4)cs3)cc2)nc(OC)n1	-3%	-4%	-17	-3%	-42%	?
Fc1ccccc1Cn1cnc(NC(=S)NCCc2ccccc2)n1	nt	-7%	nt	nt	-7%	-6%
COC(=O)c1ccc(-c2nc3ccccc3o2)cc1	nt	0%	nt	11%	-15%	-3%
O=C(Cc1c[nH]c2ccccc12)NCc1ccco1	-14%	-2%	?	-11%	-16%	-13%
O=C(Cn1nnc(-c2ccc(Cl)cc2)n1)NCCC1=CCCCC1	33%	2%	?	7%	-17%	-9%
COc1cc(/C=N/NC(=O)c2cc(C)oc2C)cc(OC)c1OC	13%	4%	24	-18%	1%	2%
O=C(COc1ccccc1Br)N1CCN(C(=O)c2ccco2)CC1	-8%	nt	8	-30%	39%	2%
COc1ccc(CS(=O)(=O)CC(C)(O)c2ccccc2)cc1 (centres undefined)	9%	-6%	52	-16%	-16%	-4%
CC(=O)c1sc(NC(=O)C2=NN(c3ccccc3)C(=O)CC2)nc1C	-12%	0%	-28	0%	2%	-1%
CCOc1ccc(S(=O)(=O)N(CC)CC(=O)NCc2ccco2)cc1C	5%	0%	-2	-18%	15%	0%
COc1cc2c(cc1OC)C(C(=O)Nc1cccc(C)n1)C(c1cccnc1)N(C)C2=O (centres undefined)	-6%	2%	-29	0%	95%[activator]	6%
Nn1c(SCc2cc([N+](=O)[O-])cc3c2OCOC3)nnc1-c1ccccn1	24%	0%	-5	9%	-4%	5%
CCOc1ccc(/C(O)=C2/C(=O)C(=O)N(c3cc(C)on3)C2c2ccc(C(=O)OC)cc2)cc1 (centres undefined)	148%[activator]	?	28	4%	-21%	-7%
Cc1ccccc1Nc1c(-c2ccccn2)nc2c(C)cccn12	5%	11%	-40	-1%	111%[activator]	5%
O=C1CC2(CCN(C(=O)c3ccccc3F)CC2)Oc2ccccc21	-2%	nt	8	5%	0%	-2%
CN(c1ccc(OCC(=O)N2CCC(C(N)=O)CC2)cc1)S(=O)(=O)c1cccs1	5%	1%	41	-19%	-8%	-12%
CCC(=Nc1ccccc1NC(C)=O)c1c(O)n(C)c(=O)n(C)c1=O	8%	-12%	-10	-116%	0%	6%
O=C1CSC(=Nc2ccc(O)cc2)N1c1ccc(O)cc1	13%	0%	32	1%	-12%	0%
CCOC(=O)C1(Cc2cccc(OC)c2)CCCN(C(=O)CCc2cccnc2)C1 (centres undefined)	4%	2%	150	7%	83%[activator]	6%
Cc1ccc2c(c1)cc(CN(Cc1ccco1)C(=O)N1CCOCC1)c1nnnn12	-11%	1%	-39	0%	77%[activator]	-1%
Cc1ccc(NC(=O)CCCc2ccccc2)c([N+](=O)[O-])c1	?	16%	82	13%	-13%	-9%
Cn1cccc1C(=O)NC(=O)COC(=O)CCNS(=O)(=O)c1ccc(Cl)cc1	15%	nt	2	nt	-26%	nt
CSc1cccc(NC(N)=S)c1	-7%	-6%	?	7%	-2%	-3%
CC1(C)CC(CCNC(=O)c2ccco2)CC(C)(C)N1	1%	-8%	14	-1%	-2%	1%
CN(C[C@@H](Cc1cccc2ccccc12)N(C[C@H](Cc1ccccc1)N(CCc1ccccc1)N=O)N=O)N=O	11%	-4%	-4	-20%	-49%	-1%
COc1ccc(CCNC(=O)c2cc(S(=O)(=O)N3CCOCC3)ccc2N2CCCC2)cc1OC	-3%	nt	-20	7%	37%	-8%
Cc1nc([N+](=O)[O-])cn1CCCCN1C(=O)c2ccccc2C1=O	-7%	-4%	46	-1%	-4%	-9%
Cn1c(SCC(=O)c2ccccc2F)nnc1C1CC1	8%	4%	-22	-28%	-3%	-2%
CC1(C(=O)NNC(=S)NCc2ccco2)CC1(Cl)Cl (centres undefined)	102%[activator]	1%	-24	-4%[57.1 µM]	-17%	-1%
COc1cc2cc(CN(Cc3nnnn3Cc3ccco3)C3CCCCC3)c(=O)[nH]c2cc1OC	-3%	10µM*	-22	13µM*	115%[activator]	?
O=S(=O)(NCC(c1cccs1)N1CCc2ccccc2C1)c1ccccc1 (centres undefined)	-4%	nt	-18	2%	-36%	-18%
O=C(Nc1ccc2nc(-c3cccs3)c(-c3cccs3)nc2c1)NC1CC1	7%	-5%	-38	0%	-36%	-5%
Cc1nn(-c2ccccc2)c(C)c1C(=O)OCC(=O)N1c2ccccc2NC(=O)C1(C)C	-2%	2%	1	1%	21%	?
CS(=O)(=O)N(CC(=O)NCCC1=CCCCC1)c1ccc2c(c1)OCO2	-7%	-2%	?	1%	27%	-12%
Cc1ccc(NC(=O)CCNS(=O)(=O)c2cccc3nonc23)cc1	2%	-4%	?	0%	-22%	0%
COc1cc(SC)ccc1C(=O)Nc1cccc(C)n1	0%	-15%	30	-5%[57.1 µM]	-1%	1%
Cc1ccc(CN2CCN(C3CSCCSC3)CC2CCO)cc1 (centres undefined)	-8%	-1%	-11	-8%	17%	2%
CC(=O)NC12CC3CC(C1)CC(C(=O)NCC(=O)Nc1c(C)cc(C)cc1C)(C3)C2	6%	nt	-2	1%	-4%	-8%
The listing continues.
SMILES	AMA1 RON2 block	FBPA Giardia inh	HCMV antiviral	Sm TGR block	AmpC inh no detg	AmpC detergent
O=C1NC(=O)N(c2ccccc2F)C(=O)/C1=C/c1ccc(Sc2nc3ccccc3[nH]2)o1	-22%	-3%	-18	7.1µM*	-41%	-10%
Cc1noc(NS(=O)(=O)c2ccc(N3CC(O)=C(c4ccccc4)C3=N)cc2)c1C	-14%	6%	0	-23%	-6%	?
COc1ccc(/C=C/C(=O)N2CCC(c3ccccc3)C2)cc1 (centres undefined)	-3%	-1%	-30	-16%	6%	-6%
O=C(Cc1ccc(Br)cc1)Nc1ccccc1Cl	0%	1%	-5	-10%	-54%	?
COC(=O)c1cnc2ccccc2n1	0%	-2%	15	-24%	-2%	-14%
CCCCn1cnc2c([nH]c3ccccc32)c1=O	-3%	0%	-22	5%	-27%	1%
COc1ccc(S(=O)(=O)n2nc(OC(=O)c3cccs3)cc2NC(=O)c2cccs2)cc1	3%	1%	-4	-27%	?	2%
O=C(c1cccs1)n1nc(-c2ccccc2)nc1NCc1ccco1	1%	-3%	46	2%	-56%	-5%
N#Cc1c(C(F)(F)F)cc(-c2cccs2)nc1SCc1ccc(F)cc1	nt	nt	3	3%	nt	26%
CCOc1cc(/C=C(/C#N)C(=O)Nc2ccc(OC)cc2)ccc1OCc1ccc(C(=O)O)cc1	4%	1%	?	7%	-19%	?

High-throughput results deposited in PubChem by National Center for Advancing Translational Sciences (NCATS).
